High-throughput results deposited in PubChem by Broad Institute.
S100A4 MyoIIA = inhibitors of human S100A4 binding to myosin IIA peptide | P26447 | S100A4/TAMRA-MyoIIA peptide fluorescence polarization | inhibition, % at 10.7 µM | actives 0.14% (n = 360,000);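 active = mean inhibition of at least 70% across replicates, with every replicate also reaching that level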
Target sequence (P26447 whole entry, looked up): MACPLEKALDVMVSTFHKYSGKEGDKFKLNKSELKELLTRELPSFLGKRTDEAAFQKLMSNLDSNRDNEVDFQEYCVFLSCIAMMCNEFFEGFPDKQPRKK
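Material: human S100A4 monomer with TAMRA-labelled myosin IIA peptide; buffer or medium: HEPES pH 7.2 with CaCl2, KCl, NaCl, DTT, Triton; compound dosing: one concentration per compound; schedule: 5 min incubation before reading; benchmarks: neutral control DMSO, positive control TFP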
PGC1a acetyl inh = PGC1a acetylation modulation, inhibitor mode; U2OS PGC1a acetylation, AlphaScreen anti-acetyl-lysine; with virally co-expressed GCN5 acetyltransferase; inhibition, % at 15.6 µM; actives 0.17% (n = 350,000);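 active = every replicate shows inhibition of at least 40%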;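 also: 0% = neutral control wells and 100% = positive control wells; some results beyond the cut were filed as inactive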
FN deposition inh = fibronectin deposition inhibition | inhibition, % at 12.6 µM | AID 743247 | actives 0.086% (n = 350,000) | AH1F fibroblasts, Alexa488-fibronectin deposition fluorescence, overnight;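 active = mean inhibition across replicates of 30% or more, regardless of how many single replicates reach that level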;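 also: positive control wells lacked labelled fibronectin entirely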
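Material: AH1F fibroblast monolayer depositing Alexa488-labelled fibronectin into matrix | Input: 10000 AH1F cells/well | Medium: DMEM plus 2% serum, read in PBS | Reagent: Alexa488-fibronectin, 24 nM final in well | Compound dosing: One dose per compound, pinned | Schedule: 1 h adhesion, overnight exposure | Measured by: Fluorescence at 485 nm excitation, 525 nm emission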
PAX8 reporter = PAX8 transcriptional activity inhibition; RMG-I TPO-luciferase reporter, SteadyGlo, 24 h; inhibition, % at 12.6 µM; actives 1.2% (n = 360,000); AID 652154;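 active = mean replicate inhibition at least 60% with every replicate also reaching 60%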;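 also: luciferase light reporting Pax8 driven TPO promoter activity; plate controls were median of neutral control wells for no effect and mitoxantrone controls for full effect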
PglD inh = blocks C. jejuni PglD acetyltransferase activity; actives 0.098% (n = 360,000); inhibition, % at 12.5 µM; AID 602405; purified PglD enzyme, DTNB colorimetric CoA detection; in the data active = inhibition above about 16%, passing the limit was not always enough; also: strong numbers were not always called active
EWS-Fli inh = blocks EWS/Fli oncoprotein-driven transcription; A673 NR0B1-luciferase reporter, viability-normalised; inhibition, % at 12.6 µM; actives 0.67% (n = 350,000); AID 651661;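 active = mean inhibition of at least 50% after viability correction, with every replicate also passing that limit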;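 also: firefly luciferase signal divided by Alamar Blue viability fluorescence both relative to DMSO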
ERAP1 HTS inh = inhibitors of human ERAP1 aminopeptidase; actives 0.15% (n = 340,000); Q9NZ08; recombinant ERAP1, Leu-AMC fluorescence, 60 min; AID 652197; inhibition, % at 10.7 µM;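 active = mean replicate inhibition of at least 30%, or all replicates individually reaching that 30% level; inactive = mean below 30% and not every replicate reaching it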;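 also: 0% = neutral control wells and 100% = L-leucinethiol positive control wells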
Target sequence (Q9NZ08 whole entry, looked up): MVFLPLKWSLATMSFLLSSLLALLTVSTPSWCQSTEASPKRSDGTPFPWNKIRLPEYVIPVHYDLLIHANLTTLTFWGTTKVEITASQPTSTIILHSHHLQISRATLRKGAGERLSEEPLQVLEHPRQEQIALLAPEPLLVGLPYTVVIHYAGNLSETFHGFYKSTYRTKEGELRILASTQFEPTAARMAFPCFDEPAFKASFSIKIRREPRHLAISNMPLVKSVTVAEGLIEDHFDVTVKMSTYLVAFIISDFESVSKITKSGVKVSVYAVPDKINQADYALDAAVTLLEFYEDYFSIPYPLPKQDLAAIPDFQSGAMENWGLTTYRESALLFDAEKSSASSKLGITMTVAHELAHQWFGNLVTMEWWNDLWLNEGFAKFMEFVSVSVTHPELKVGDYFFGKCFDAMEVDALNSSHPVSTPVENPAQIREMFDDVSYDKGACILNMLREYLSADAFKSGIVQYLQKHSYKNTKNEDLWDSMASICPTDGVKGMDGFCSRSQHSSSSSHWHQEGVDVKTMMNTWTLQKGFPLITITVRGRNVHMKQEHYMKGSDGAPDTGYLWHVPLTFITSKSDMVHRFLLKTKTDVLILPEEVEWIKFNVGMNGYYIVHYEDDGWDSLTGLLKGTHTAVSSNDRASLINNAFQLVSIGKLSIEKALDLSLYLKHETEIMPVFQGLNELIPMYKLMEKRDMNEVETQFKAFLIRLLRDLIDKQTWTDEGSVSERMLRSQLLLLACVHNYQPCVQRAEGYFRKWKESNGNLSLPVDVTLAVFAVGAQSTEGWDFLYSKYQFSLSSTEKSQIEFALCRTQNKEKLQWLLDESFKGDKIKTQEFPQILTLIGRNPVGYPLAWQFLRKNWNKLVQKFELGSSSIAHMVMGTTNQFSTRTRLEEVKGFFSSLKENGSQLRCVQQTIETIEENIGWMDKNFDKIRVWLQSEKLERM
LGR2 inh = inhibitors of bursicon-induced Drosophila LGR2 receptor cAMP signaling; HEK293 LGR2, CRE-luciferase, bursicon-stimulated, 4 h; actives 0.35% (n = 380,000); inhibition, % at 9.99 µM; AID 720647;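 active = drop in luminescence signal, shown as inhibition above about 50% in the replicate tests, limit read from the data, passing the limit was not always enough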;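 also: agonist challenge used bursicon conditioned medium at about half maximal strength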
Active calls of the source: *; . = no result given; & = joins results of further samples.

1	CCCCCCC1CC(C)(C(=O)CNc2nncs2)OC1=O (stereo not given)
2	CCOc1cccc(NC(=O)c2ccc(S(=O)(=O)N3CCCC3)cc2)c1
3	CC(=O)Nc1ccc(NC(=O)c2cc[n+]([O-])cc2)cc1
4	CNc1ccc2ncc(-c3cccc(C(=O)N(C)C)c3)n2n1
5	COc1ccccc1CC(=O)Nc1ccc(S(=O)(=O)N2CCCC2)cc1
6	CCc1ccccc1NC(=O)C1CCCN(c2ncccn2)C1 (stereo not given)
screen / no.	1	2	3	4	5	6
S100A4 MyoIIA	1	11	0	11	0	-2
PGC1a acetyl inh	.	0	.	.	10	-4
FN deposition inh	-2	7	-1	13	0	-2
PAX8 reporter	-25	9	-17	-14	19	6
PglD inh	.	-4	-5	2	3	-4
EWS-Fli inh	-5	6	-37	0	-1	4
ERAP1 HTS inh	2	0	-4	0	-3	-1
LGR2 inh	.	-3	2	11	-15	30

7	COc1ccccc1NC(=O)CN1C(=O)NC2(CCCc3ccccc32)C1=O (stereo not given)
8	COC(=O)[C@@H]1[C@@H](CO)[C@@H]2Cn3c(ccc(C4=CCCCC4)c3=O)[C@@H]2N1C(=O)C1CC1
9	O=C(CN1C(=O)NC2(CCCCC2)C1=O)Nc1cccc(S(=O)(=O)N2CCCC2)c1
10	Cc1nnc(CN(C)C(=O)CC2C(=O)NCCN2Cc2ccccc2C)o1 (stereo not given)
11	O=C(NNC(=O)c1c(O)c2ccccc2[nH]c1=O)c1ccccc1Br
12	CN(C)C(=O)c1cnc(-c2ccccc2)nc1-c1ccccc1
screen / no.	7	8	9	10	11	12
S100A4 MyoIIA	-7	0	-2	11	-1	-1
PGC1a acetyl inh	10	.	-4	4	-20	-2
FN deposition inh	0	.	3	3	4	0
PAX8 reporter	-1	.	-3	7	-4	17
PglD inh	-2	1	2	0	4	4
EWS-Fli inh	-3	1	-2	2	0	2
ERAP1 HTS inh	-2	-1	0	-1	-3	1
LGR2 inh	-20	0	9	9	7	-22

13	Fc1ccc(CNC(=S)Nc2ccc(Cl)cc2Cl)cc1
14	COC(=O)C(C)Sc1nnc(Cc2cc(=O)[nH]c(=O)[nH]2)n1-c1cc(C)ccc1C (stereo not given)
15	C[C@H](CO)N1C[C@H](C)[C@@H](CN(C)Cc2ccc3c(c2)OCCN3C)OCc2cnnn2CCCC1=O
16	COc1ccccc1CNC(=O)C[C@H]1C[C@@H]2c3cc(NC(=O)Nc4ccc(C(F)(F)F)cc4)ccc3O[C@@H]2[C@H](CO)O1
17	COc1ccc([C@H]2C(C#N)=C([S-])N[C@](C)(O)[C@@H]2[n+]2ccccc2)cc1
18	Cc1ccccc1OCC(=O)Nc1ccccc1-c1ccccc1
screen / no.	13	14	15	16	17	18
S100A4 MyoIIA	.	-2	1&-5	-3	-2	-3
PGC1a acetyl inh	.	-2	1&9	-18	16	-13
FN deposition inh	7	0	1&6	-16	4	1
PAX8 reporter	0	6	-12&5	34	-8	19
PglD inh	.	-6	-2&4	-1	-8	.
EWS-Fli inh	14	3	-2&-7	3	10	2
ERAP1 HTS inh	.	-3	13&0	4	0	0
LGR2 inh	1	-10	6&-15	14	2	6

19	C[C@H](CO)N1C[C@H](C)[C@H](CN(C)C(=O)Nc2ccc3c(c2)OCO3)Oc2ncc(C#CC3(O)CCCC3)cc2C1=O
20	CC(C)(C)c1ccc(C(=O)Nc2ccc(C(=O)N3CCCC3)cc2)cc1
21	Cn1ncc(Br)c1C(=O)OCC(=O)Nc1nc(-c2ccccc2)cs1
22	C[C@H]1CN([C@@H](C)CO)C(=O)c2cccc(NS(=O)(=O)c3ccccc3)c2O[C@@H]1CN(C)CC1CCCCC1
23	CC(=O)N1C(=O)/C(=C2\SC(=S)N(NC(=O)c3ccc(O)cc3)C2=O)c2ccccc21
24	CN(CC(=O)NCCCN1CCOCC1)S(=O)(=O)c1ccc(F)cc1
screen / no.	19	20	21	22	23	24
S100A4 MyoIIA	18	-2	.	10	6	-3
PGC1a acetyl inh	-1	-13	11	.	5	.
FN deposition inh	.	3	0	.	-1	5
PAX8 reporter	.	2	-66	-5	-1	-13
PglD inh	-4	-2	0	-3	2	2
EWS-Fli inh	1	1	.	-3	16	-6
ERAP1 HTS inh	-1	2	.	0	4	1
LGR2 inh	-5	-7	.	6	1	3

A stretch from further up:
18	Cc1ccccc1OCC(=O)Nc1ccccc1-c1ccccc1
19	C[C@H](CO)N1C[C@H](C)[C@H](CN(C)C(=O)Nc2ccc3c(c2)OCO3)Oc2ncc(C#CC3(O)CCCC3)cc2C1=O
20	CC(C)(C)c1ccc(C(=O)Nc2ccc(C(=O)N3CCCC3)cc2)cc1
21	Cn1ncc(Br)c1C(=O)OCC(=O)Nc1nc(-c2ccccc2)cs1
screen / no.	18	19	20	21
S100A4 MyoIIA	-3	18	-2	.
PGC1a acetyl inh	-13	-1	-13	11
FN deposition inh	1	.	3	0
PAX8 reporter	19	.	2	-66
PglD inh	.	-4	-2	0
EWS-Fli inh	2	1	1	.
ERAP1 HTS inh	0	-1	2	.
LGR2 inh	6	-5	-7	.

Next section:
25	Cc1noc(C)c1NC(=O)N[C@@H]1C=C[C@@H](CC(=O)Nc2ccc(-c3ccccc3)cc2)O[C@@H]1CO
26	COc1ccc(N2CCN(CCCNC(=O)CCC(=O)N3CCOc4ccc(Cl)cc43)CC2)cc1
27	COc1ccc(CC(=O)Nc2cc(Cl)ccc2C(=O)O)cc1
28	Cc1cc(C)c(C(=O)Cn2nc(C)c([N+](=O)[O-])c2C)cc1C
29	O=C(CSc1ccccc1C(=O)N1CCN(c2ccccc2)CC1)N1CCCC1
30	COc1ccc(NC(=O)N(C)C[C@@H]2OCCCC[C@@H](C)Oc3ccc(NC(=O)CCCN(C)C)cc3C(=O)N([C@H](C)CO)C[C@@H]2C)cc1
screen / no.	25	26	27	28	29	30
S100A4 MyoIIA	-3	4	0	-2	-6	0
PGC1a acetyl inh	-1	-8	11	.	-17	-3
FN deposition inh	-9	12	0	.	-6	.
PAX8 reporter	6	2	3	4	-7	-15
PglD inh	-1	4	4	.	4	4
EWS-Fli inh	-2	-2	2	0	2	-6
ERAP1 HTS inh	1	0	3	6	0	-2
LGR2 inh	7	-1	1	-8	5	10

31	CCc1ccccc1NC(=O)CSc1nnc(CNC(=O)c2ccco2)n1C
32	COc1ccc(O)c(-c2[nH]ncc2C(=O)c2cccc(C)c2)c1
33	CCOc1ccc(S(=O)(=O)N2CCN(C(=O)CCOc3ccccc3C)CC2)cc1
34	C[C@@H]1CN([C@H](C)CO)C(=O)c2cc(NC(=O)Nc3ccc(F)cc3)ccc2O[C@H]1CN(C)Cc1ccccc1
35	CC(=O)NC[C@H]1[C@@H](c2ccc(-c3ccccc3)cc2)[C@@H](CO)N1C(=O)C1CC1
36	C[C@@H]1CN([C@H](C)CO)C(=O)Cc2cc(NC(=O)Nc3ccccc3)ccc2O[C@H]1CN(C)Cc1ccc(-c2ccccc2)cc1
screen / no.	31	32	33	34	35	36
S100A4 MyoIIA	-4	1	-18	-64	-1	-19
PGC1a acetyl inh	.	5	.	-4	0	-6
FN deposition inh	4	3	12	.	-7	.
PAX8 reporter	-11	15	28	5	7	7
PglD inh	-6	9	-5	7	6	0
EWS-Fli inh	-4	-11	14	7	6	-6
ERAP1 HTS inh	2	-2	0	-6	3	-1
LGR2 inh	-3	3	-18	-13	-8	-1

37	CCn1c(SCC(=O)NCCCN2CCCC2=O)nnc1-c1cccc(C)c1
38	C[C@@H]1CN([C@@H](C)CO)C(=O)c2cc(NC(=O)Cc3ccccc3)ccc2O[C@@H](C)CCCCO[C@H]1CN(C)Cc1ccncc1
39	O=C(C[C@@H]1CC[C@H]2[C@@H](COC[C@@H](O)CN2C(=O)c2ccccc2)O1)NC1Cc2ccccc2C1
40	NC(=O)c1nsc(C(=O)N(Cc2cccnc2)C(C(=O)NCc2ccc(F)cc2)c2ccc(O)cc2)c1N (stereo not given)
41	C[C@H](CO)N1C[C@H](C)[C@H](CN(C)CC2CCCCC2)Oc2c(NS(=O)(=O)c3ccccc3)cccc2C1=O
42	Cc1nnc(NC(=O)CN2CCN(Cc3c(Cl)cccc3Cl)CC2)s1
screen / no.	37	38	39	40	41	42
S100A4 MyoIIA	4	.	6	-5	9	1
PGC1a acetyl inh	-7	-6	4	-6	.	2
FN deposition inh	12	-8	-5	6	.	8
PAX8 reporter	2	26	1	3	-16	3
PglD inh	-3	.	-1	-1	0	0
EWS-Fli inh	-1	0	-5	0	1	11
ERAP1 HTS inh	-3	.	3	6	-1	2
LGR2 inh	15	9	-2	16	-4	13

43	COc1ccc(C(=O)Cc2cc3ccccc3oc2=O)cc1
44	COc1ccc(S(=O)(=O)Nc2ccc3c(c2)C(=O)N([C@H](C)CO)C[C@@H](C)[C@H](CN(C)S(=O)(=O)c2cn(C)cn2)O3)cc1
45	COCCNC(=S)N1CCC(c2nc(-c3ccc(F)cc3)no2)CC1
46	CCN1CCN(c2nc(C)c3c(n2)CCCC3=O)CC1
47	CCOC(=O)C1(CCOc2ccccc2)CCN(Cc2cccc(OCCO)c2)CC1
48	NC(=NCCc1c[nH]c2ccccc12)NS(=O)(=O)c1cc(F)ccc1F
screen / no.	43	44	45	46	47	48
S100A4 MyoIIA	0	-14	-1	.	-18	2
PGC1a acetyl inh	4	-2	.	7	-11	3
FN deposition inh	-9	.	.	1	0	-1
PAX8 reporter	-103	.	-8	.	-13	-2
PglD inh	-5	-1	5	-7	1	6
EWS-Fli inh	-114	-5	3	.	32	0
ERAP1 HTS inh	4	1	-1	.	-4	43*
LGR2 inh	-76	-1	-20	5	-9	6

Part of the list above with just PAX8 reporter and PglD inh.
item	mol	PAX8 reporter	PglD inh
43	COc1ccc(C(=O)Cc2cc3ccccc3oc2=O)cc1	-103	-5
44	COc1ccc(S(=O)(=O)Nc2ccc3c(c2)C(=O)N([C@H](C)CO)C[C@@H](C)[C@H](CN(C)S(=O)(=O)c2cn(C)cn2)O3)cc1	.	-1

Later entries:
49	O=C(CCc1ccccc1)NNC(=O)c1ccccc1Cl
50	Cc1noc(C)c1NC(=O)Nc1cccc2c1O[C@@H](CN(C)Cc1ccccc1)[C@H](C)CN([C@H](C)CO)C2=O
51	C[C@H](CO)N1C[C@H](C)[C@H](CN(C)C(=O)Cc2ccncc2)Oc2cc(C#Cc3ccccc3F)ccc2S1(=O)=O
52	COc1ccccc1C(=O)OCCN=C1NS(=O)(=O)c2ccccc21
53	CO[C@@H]1CN(C)C(=O)c2ccc(NC(=O)C3CCC3)cc2OC[C@@H](C)N(Cc2ccccn2)C[C@H]1C
54	CCc1nnc(NC(=O)CSc2nc3cc(OC)c(OC)cc3cc2C)s1
screen / no.	49	50	51	52	53	54
S100A4 MyoIIA	-2	1	.	2	20	4
PGC1a acetyl inh	.	.	5	.	-3	3
FN deposition inh	-1	.	.	9	-2	.
PAX8 reporter	-11	1	13	6	.	-22
PglD inh	3	-4	.	4	.	.
EWS-Fli inh	2	-2	4	-8	0	4
ERAP1 HTS inh	2	2	.	0	-3	-2
LGR2 inh	6	5	-2	5	-4	12

55	O=C(NC(NCc1ccccc1)C(Cl)(Cl)Cl)c1cccnc1 (stereo not given)
56	CC(=O)c1ccc(C(=O)Nc2nnc(-c3ccc(Cl)cc3)o2)cc1
57	CCN1CCN(Cc2c(O)ccc3c(C)cc(=O)oc23)CC1
58	CC(C)=CC(=O)Nc1nnc(-c2ccccc2C)s1
59	CCCN1CCCCC(NC(=O)c2ccccc2C)C1=O (stereo not given)
screen / no.	55	56	57	58	59
S100A4 MyoIIA	.	-1	-7	-3	-4
PGC1a acetyl inh	-7	6	1	5	.
FN deposition inh	-3	3	1	3	8
PAX8 reporter	2	3	2	-70	-4
PglD inh	4	1	1	.	.
EWS-Fli inh	.	4	-23	-91	-7
ERAP1 HTS inh	.	4	33*	2	-1
LGR2 inh	.	.	0	-46	-2
